# Dynein transport – inhibitors of GR-EGFP nuclear translocation, primary screen, dynein cargo transport inhibitor project, imaging, high-content, 3617.4 mouse cells | test concentration mostly 20 µM; stimulated with dexamethasone, 1 µM; stronger effect = lower value | z-score, hits read low | 220,000 tested, 0.47% active;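 active = plate z-score of nuclear minus cytoplasmic receptor signal below a set negative limit, without overly bright fluorescence or cell loss, cut at about -3.5 in these data, passing the limit was not always enough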;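 note: z-score of nuclear minus cytoplasmic ring GR-EGFP intensity difference per well; some compounds called inactive have numbers as strong as hits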
#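 Buffer or medium: tet-free, stripped-serum medium; Also added: dexamethasone, 1.0 µM final; Technique: high-content fluorescence imaging after fixation; Times: 48 h induction, 1 h compound, 30 min dex at 37 °C; Read-out: per-cell GR-EGFP intensity, nucleus versus surrounding cytoplasmic ring, well-averaged.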
# Autophagy mod – autophagy modulators in MEF cells, primary screen, imaging, high-content, MEF GFP-LC3; MEF GFP-LC3 puncta imaging; test concentration mostly 10 µM; 190,000 tested, 0.98% active; AID 463193, 2010; calls only at 10 µM (by protocol);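 active = percentage of spot-positive cells more than 3 SD above its plate mean, without a fluorescence outlier flag or 80% toxicity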;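 note: spot-positive cell cutoff set from DMSO-treated cells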
# T cell HTS – modulators of CD8 T cell-vesicle binding, primary screen, mouse 2C CD8+ T cells, flow cytometry; 2C CD8+ T cell-vesicle binding; stronger effect = lower value; calls only at 7 µM; 330,000 tested, 0.068% active;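 active = response, share of CD8 T cells binding vesicles, and their 90th percentile fluorescence all below set limits, cut at about 80% in these data, passing the limit was not always enough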
#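 material = purified 2C TCR transgenic mouse naive CD8+ T cells | controls = Unloaded micro-vesicles (low), QL9 vesicles with 0.7% DMSO (high) | detection = cytometric PE anti-B7-1 and Alexa647 anti-CD8 signals after 1% paraformaldehyde fixation | incubation = binding step 1.5 h, 37 °C, antibody labelling 20 min, ice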
# Yfh1-off respiration – enhancers of respiration in Yfh1-depleted yeast, dose response, Friedreich's ataxia, plus single-dose screen (AID 1465); S. cerevisiae Yfh1-off respiration, WST-1 reduction, 72 h; higher fold induction means a stronger effect; fold induction at 50 µM, or EC50 in µM where a hit was titrated; 220,000 tested, 0.074% active;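 active = fold induction of absorbance versus untreated yeast above a set limit, then at least 30% activation at any dose in follow-up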;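 note: activators that raise dye reduction in frataxin-depleted yeast; strong numbers were not always called active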
# MT stabilize HCS – microtubule stabilizers in HeLa cells, primary screen, imaging, high-content imaging; HeLa tubulin immunostaining HCS, 24 h; share of cells brighter than vehicle mean+2SD; % tubulin-high responders, % at 10 µM; 200,000 tested, 0.83% active;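 active = plate Z-score above 3 for both tubulin-high and condensed-nucleus cell shares, with cell loss under 80%, at 10 µM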;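 note: anti alpha tubulin signal scored within the nucleus-defined area of each cell; some results filed as inactive read as strong as hits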
# bCat nuc transl – modulators of beta-catenin nuclear translocation, primary screen, imaging, HeLa cells, immunofluorescence, high-content. nuclear translocation activity, % at 5 µM. 190,000 tested, 0.3% active;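 active = nuclear translocation activity above 50% at 5 µM, with a well cell count of 50 or more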;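 note: per-cell ratio of nuclear to cytoplasmic median beta-catenin stain intensity; plate controls were DMSO negative control for no effect and GSK-3 inhibitor IX positive control for full effect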
#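 Test system: human HeLa cells, endogenous beta-catenin. Times: 24 h compound exposure, 37°C. Measured by: beta-catenin immunofluorescence imaging with DAPI.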
# P. falciparum M17LAP – P. falciparum M17LAP inhibitors, primary screen, biochemical, fluorogenic H-Leu-NHMec substrate, 1536-well (AID 1619) | Leucine aminopeptidase (Plasmodium falciparum (isolate 3D7)) | recombinant M17LAP, H-Leu-NHMec fluorogenic kinetic assay; higher % means a stronger effect | inhibition, % at 30 µM; hits with a dose series show IC50 in µM | 220,000 tested, 0.38% active;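 active = compound inhibiting the enzyme by more than half at any dose during confirmatory dose-response retesting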;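 note: plate controls were full reaction with DMSO carrier for no effect and no enzyme background for full effect; strong numbers were not always called active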
# M1AAP inhibition – P. falciparum M1AAP inhibitors, biochemical, fluorogenic H-Leu-NHMec substrate, 1536-well (AID 1445) | one-dose inhibition, % at 30 µM; IC50 in µM for titrated hits | Aminopeptidase N (Plasmodium falciparum (isolate 3D7)) | recombinant M1AAP, H-Leu-NHMec fluorogenic kinetic assay; higher % means a stronger effect | 220,000 tested, 0.42% active;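 active = primary inhibition above the hit cutoff, then over 50% inhibition at one or more dose response concentrations, cut at about 23% in these data, passing the limit was not always enough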;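 note: plate controls were DMSO full reaction for no effect and no enzyme background for full effect; strong numbers were not always called active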
# WT yeast gro inh – growth inhibition of WT strain, primary screen, mitochondrial fusion inhibitor project, WT and mutant strains, chemical genetic | AID 1362, 2008 | inhibition, % at 10 µM | mitochondrial fusion phenotypic screen | 190,000 tested, 2.1% active; in the data active = inhibition above about 58%; tested in S. cerevisiae
# WT yeast gro inh mutant strain – second read-out of WT yeast gro inh, no call of its own (marks repeat the call); inhibition, %; mitochondrial fusion phenotypic screen, mutant strain inhibition
# Dynein transport cytoplasmic EGFP – recorded beside Dynein transport, whose call it bears; z-score; measured here: cytoplasmic GR-EGFP intensity; stronger effect = higher value
# Dynein transport nuclear GR-EGFP – further read-out of Dynein transport, marked with its call; z-score; measured here: nuclear GR-EGFP intensity;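 lower value marks the stronger effect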
# Dynein transport cell count – also measured in Dynein transport; calls as there; z-score; measured here: cell count per field
# bCat nuc transl cell count 5 µM – further read-out of bCat nuc transl, marked with its call; cell count; measured here: cell count, cytotoxicity flag
# T cell HTS vesicle-bound % – second read-out of T cell HTS, no call of its own (marks repeat the call); double positive events, %; measured here: CD8+ vesicle-bound cell fraction;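 binding gate set so that unloaded-vesicle control wells show 10% double positive cells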
# MT stabilize HCS Hoechst-high % – also measured in MT stabilize HCS; calls as there; % Hoechst-high responders; measured here: nuclear condensation Hoechst responders;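 share of cells brighter than vehicle mean plus two SD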
# MT stabilize HCS cytotoxicity % – further read-out of MT stabilize HCS, marked with its call; toxicity, %; measured here: cytotoxicity by cell density;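 0% = mean cell density of plate MIN control wells and 100% = no cells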
# Autophagy mod cell loss 18 h – second read-out of Autophagy mod, no call of its own (marks repeat the call); toxicity, %; measured here: cell loss, nuclei count;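 cell loss after 18 h compound exposure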
# Active calls of the source: *; i = inactive; . = no result given.
# Preview:
SMILES,Dynein transport,Dynein transport cytoplasmic EGFP,Dynein transport nuclear GR-EGFP,Dynein transport cell count,Autophagy mod,Autophagy mod cell loss 18 h,T cell HTS,T cell HTS vesicle-bound %,Yfh1-off respiration,MT stabilize HCS,MT stabilize HCS Hoechst-high %,MT stabilize HCS cytotoxicity %,bCat nuc transl,bCat nuc transl cell count 5 µM,P. falciparum M17LAP,M1AAP inhibition,WT yeast gro inh,WT yeast gro inh mutant strain
O=C(Nc1cccnc1)C1CCC(CNS(=O)(=O)c2cccc3nsnc23)CC1 (stereo unspecified),0.82,-0.055,1.1,-0.77,.,.,i,49,i,.,.,.,0.6,1324,2%,-2%,.,.
CC(C)C1C2=C(CC(C)(C)CC2=O)ON1c1ccccc1 (stereo unspecified),-0.62,-0.019,-0.011,-0.21,i,-1,i,12,i,3.5,1.2,1.3,-0.6,1064,9%,8%,-5,-4

# The whole of this part (from the top)
SMILES,Dynein transport,Dynein transport cytoplasmic EGFP,Dynein transport nuclear GR-EGFP,Dynein transport cell count,Autophagy mod,Autophagy mod cell loss 18 h,T cell HTS,T cell HTS vesicle-bound %,Yfh1-off respiration,MT stabilize HCS,MT stabilize HCS Hoechst-high %,MT stabilize HCS cytotoxicity %,bCat nuc transl,bCat nuc transl cell count 5 µM,P. falciparum M17LAP,M1AAP inhibition,WT yeast gro inh,WT yeast gro inh mutant strain
O=C(Nc1cccnc1)C1CCC(CNS(=O)(=O)c2cccc3nsnc23)CC1 (stereo unspecified),0.82,-0.055,1.1,-0.77,.,.,i,49,i,.,.,.,0.6,1324,2%,-2%,.,.
CC(C)C1C2=C(CC(C)(C)CC2=O)ON1c1ccccc1 (stereo unspecified),-0.62,-0.019,-0.011,-0.21,i,-1,i,12,i,3.5,1.2,1.3,-0.6,1064,9%,8%,-5,-4
Cc1cccc(-n2nc3c(c2NC(=O)c2ccco2)CSC3)c1C,-1.2,-0.2,-0.88,-0.33,i,-5,i,26,i,4.3,3.1,6.8,0.2,1028,-9%,13%,9,15
CCOC(=O)c1sc(N)c(C#N)c1CSc1nc2ccc(C)cc2[nH]1,0.44,-0.059,0.28,0.27,i,-12,i,36,i,2.4,1.1,9.1,-4.2,1202,0%,9%,17,3
COc1ccc(OC)c(NC(=O)CCNS(=O)(=O)c2ccc3c(c2)c(=O)n(C)c(=O)n3C)c1,-0.7,-0.032,-0.4,0.85,i,-5,i,36,i,4.1,1.6,11,-4.0,1139,-3%,-4%,-3,3
CCCN(CCC)C1Sc2ccc(C(=O)OC)cc2NC1=O (stereo unspecified),-0.053,0.041,0.2,0.52,i,-9,i,27,.,1.4,2.0,6.8,.,.,2%,2%,.,.
CCOC(=O)C1=C(C)N(C)C(C)=C(C(=O)OCC)C1c1ccncc1,-0.57,-0.22,-0.24,-1,i,0,i,39,i,2.1,1.3,6.8,0.8,1051,8%,0%,-13,-27
CCOC(=O)c1sc(Nc2nc3ccc(OC)cc3s2)cc1C,2.6,-0.37,1.6,0.86,i,18,i,52,i,7.2,1.7,1.0,2.6,1060,1%,5%,57,24
CCCCCOC(=O)C1=C(C)NC(=O)NC1c1ccccc1OCC (stereo unspecified),2.7,0.16,2.1,-1.2,i,0,i,58,i,2.1,4.2,8.6,-3.7,921,-11%,-6%,-3,-7
O=C(O)/C=C\C(=O)NC1CCCCC1,0.1,-0.33,-0.29,0.6,i,5,i,62,i,4.4,2.3,6.3,2.8,465,6%,-2%,-3,-10
CCc1ccc(CN(C)CCc2ccccn2)cc1,1.7,-0.057,1.3,-0.75,i,5,i,13,i,8.1,2.4,7.0,.,.,11%,-1%,8,17
OC(COc1c(Br)cc(Br)cc1Br)CN1CCOCC1 (stereo unspecified),0.65,-0.13,0.5,-0.52,i,-8,.,.,i,5.7,3.5,11,-1.1,1196,2%,8%,6,13
O=C(Nc1ccc2nn(-c3ccc(F)cc3)nc2c1)c1cccnc1,-0.52,-0.27,-0.13,0.92,i,0,i,34,i,3.4,1.7,4.7,1.3,1626,4%,2%,-3,-23
CC1CCCC(NC(=O)CSc2ncccc2C(=O)O)C1C (stereo unspecified),0.73,-0.2,-0.34,0.15,i,-9,i,9,i,3.1,1.7,7.7,.,.,26%,-4%,-5,-6
CCCN(CC1COc2ccccc2O1)C(=S)Nc1ccc(C)cc1 (stereo unspecified),0.33,-0.21,0.29,-0.41,i,12,i,44,i,2.2,2.6,6.2,0.1,1118,4%,3%,66*,33*
Cc1ccc(N=C2N=C(N)c3ccccc32)cc1C,0.71,-0.068,1.3,-0.46,i,-18,i,40,i,1.3,1.3,3.1,.,.,.,.,.,.
O=C(Cn1nnc(-c2ccc3c(c2)OCO3)n1)N1CCOCC1,2.6,-0.19,1.5,-1.7,i,-2,i,41,i,4.2,2.3,1.3,-1.0,977,3%,0%,4,0
Cn1ccc(CC(=O)N2CCC(N3CCC(C(=O)N4CCCC4)CC3)CC2)c1,-0.37,-0.23,-0.16,0.13,.,.,i,31,i,.,.,.,-1.3,1287,15%,6%,.,.
Cc1ccc(CCN=c2c([N+](=O)[O-])nn(-c3ccccc3)n2O)cc1,0.25,-0.33,0.42,0.31,i,30,i,25,i,4.3,2.0,7.0,1.4,1549,0%,2%,-6,28
O=C(COC(=O)/C=C/c1cccs1)Nc1cccc(S(=O)(=O)N2CCCC2)c1,-0.62,-0.056,-0.36,0.92,i,7,i,50,i,3.2,2.7,6.2,-0.8,1051,-1%,-2%,-4,-8
Cc1ccc(OCC(=O)Nc2ccc([N+](=O)[O-])cn2)cc1C,0.072,-0.31,0.21,-0.15,i,1,i,17,i,1.9,1.5,1.5,.,.,.,.,.,.
Fc1cccc(F)c1-n1c(CN2CCOCC2)csc1=S,-1.5,-0.18,-0.79,0.59,i,12,i,57,i,2.2,1.8,11,0.3,1077,14%,6%,-35,7
OCCC1CN(Cc2cccc3nccnc23)CCN1Cc1ccc(F)cc1 (stereo unspecified),1.4,-0.24,0.68,-1.1,.,.,i,38,i,.,.,.,-1.0,1286,2%,3%,.,.
O=C(c1ccco1)N1CCN(C(=O)C2CC(c3ccc(Cl)cc3)=NO2)CC1 (stereo unspecified),0.92,0.069,0.91,-0.08,i,4,i,42,i,2.6,2.3,6.3,-6.9,1171,14%,0%,15,22
COc1ccc(CCNC(=O)CSc2nnc(CNC(=O)c3cccs3)o2)cc1OC,-0.046,0.092,0.65,0.68,i,-12,i,38,i,2.3,0.7,5.8,-1.1,1178,-3%,2%,4,10
CCSCc1nnc(SCC(=O)Nc2ccc(F)cc2)n1CC,-0.51,-0.31,0.1,0.23,i,11,i,31,i,4.8,2.0,23,-4.3,952,-3%,3%,19,-2
CCN1CCCC1CNC(=O)c1cn(CC)c2ccc(S(=O)(=O)N3CCCCCC3)cc2c1=O (stereo unspecified),-0.51,-0.22,-0.046,0.6,i,7,i,57,.,3.4,1.5,4.4,-2.3,1066,16%,1%,14,-8
C/C(=N/Oc1nc(C)cc(C)n1)c1ccccc1,-0.29,-0.024,0.16,0.15,i,41,i,39,i,1.7,1.5,9.5,-15,1088,-8%,6%,-6,9
CCS(=O)(=O)NCCc1cc2ccc(C)cc2[nH]c1=O,2.7,-0.086,1.3,-1.2,i,-8,i,34,i,4.4,4.4,8.1,1.0,1394,-4%,6%,33,28
O=C(Cn1cc2c(n1)CCCCC2)NCCCN1CCOCC1,-0.88,-0.12,-0.12,0.3,i,-6,i,66,i,3.8,1.6,2.0,0.8,1115,1%,15%,12,-6
O=C(c1ccccc1)c1cc(F)c(N2CCOCC2)cc1Cl,-0.98,-0.049,-0.59,1.3,i,-76,i,34,i,2.6,2.8,13,2.8,1468,7%,11%,2,-7
O=S(=O)(NCc1cccnc1)c1ccc(Cl)c(Cl)c1Cl,-0.037,-0.19,0.76,0.13,i,-9,i,51,i,2.9,2.5,12,2.2,1173,-2%,6%,-9,-1
CCOc1ccccc1N1CCN(C(=O)c2cc3c(s2)CCC3)CC1,0.26,-0.24,0.076,-0.82,i,1,i,53,i,2.5,1.7,5.1,-4.3,990,5%,-2%,29,13
CCc1ccccc1Nc1nc2ccccc2n1C(C)C,0.85,-0.25,0.55,-1.1,i,40,i,52,i,4.5,1.1,2.7,-0.2,1196,-3%,0%,2,15
Cc1ccc(NC2(C#N)C(=O)Nc3ccccc32)cc1C (stereo unspecified),-1.7,-0.31,-0.85,0.73,i,6,i,10,i,3.4,2.6,4.4,-0.7,1109,6%,3%,-11,-5
CCOc1ccc(N2CC(C(=O)NC(C)C)CC2=O)cc1 (stereo unspecified),-0.3,-0.17,0.028,-0.41,i,-14,i,43,i,1.2,1.4,11,.,.,0%,3%,60*,-2.8*
COc1ccccc1C/C(N)=N/OC(=O)c1ccco1,0.18,-0.32,0.33,0.38,i,-7,i,54,i,1.7,1.6,6.5,-0.8,1081,8%,0%,-3,-12

# Assay outcomes (PubChem BioAssay)

# Hits appear at their usual frequency; any-hit rate near 4.4%.
